Screening data: PubChem BioAssay, The Scripps Research Institute Molecular Screening Center
EBNA-1 inh: EBNA-1 DNA-binding inhibitors, primary screen, biochemical, fluorescence polarization. inhibition, % at 14.8 µM. actives 0.34% (n = 300,000). AID 1950, 2009; in the data active = inhibition above about 28%
PAD4 inh: human PAD4 inhibitors, primary screen, biochemical, fluorescence polarization, 1536-well format; actives 0.41% (n = 330,000); recombinant PAD4, RCA probe fluorescence polarization; Protein-arginine deiminase type-4 (Homo sapiens), Q9UM07; inhibition, % at 6.36 µM; AID 485272, 2010;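 active = percent inhibition above a cutoff equal to the mean of all tested compounds plus 3 SD, cut at about 15% in these data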;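 also: 0% = PAD4 with RCA probe and DMSO and 100% = probe without PAD4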
Target sequence (Q9UM07 whole entry, looked up): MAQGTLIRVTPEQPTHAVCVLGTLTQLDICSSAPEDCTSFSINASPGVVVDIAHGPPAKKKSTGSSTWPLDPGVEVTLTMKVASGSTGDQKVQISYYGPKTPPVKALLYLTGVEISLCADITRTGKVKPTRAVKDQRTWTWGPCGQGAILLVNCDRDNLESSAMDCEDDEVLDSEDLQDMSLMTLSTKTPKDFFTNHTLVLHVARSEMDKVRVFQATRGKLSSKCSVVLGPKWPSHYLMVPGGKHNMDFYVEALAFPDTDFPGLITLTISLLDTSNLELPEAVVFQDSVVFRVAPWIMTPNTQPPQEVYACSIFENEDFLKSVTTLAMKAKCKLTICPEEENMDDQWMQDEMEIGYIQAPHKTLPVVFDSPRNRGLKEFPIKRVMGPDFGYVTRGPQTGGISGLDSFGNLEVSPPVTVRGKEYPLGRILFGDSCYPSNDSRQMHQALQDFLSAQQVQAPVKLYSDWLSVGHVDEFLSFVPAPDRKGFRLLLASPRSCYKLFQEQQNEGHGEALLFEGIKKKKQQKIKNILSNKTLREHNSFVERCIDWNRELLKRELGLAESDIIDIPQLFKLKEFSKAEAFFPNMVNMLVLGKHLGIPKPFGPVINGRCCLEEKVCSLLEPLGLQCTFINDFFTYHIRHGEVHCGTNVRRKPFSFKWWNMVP
PAFAH1B3 inh: PAFAH1B3 enzyme inhibitors, primary screen, biochemical, fluorescence polarization, human; actives 0.28% (n = 340,000); Platelet-activating factor acetylhydrolase IB subunit alpha1 (Homo sapiens), Q15102; inhibition, % at 3.39 µM; recombinant PAFAH1B3, FP-rhodamine probe;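 active = inhibition above the screen-wide average of all tested compounds plus 3 SD, cut at about 25% in these data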;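 also: 0% = enzyme with DMSO only and 100% = wells lacking PAFAH1B3 protein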
GSTO1 counter: inhibitors of recombinant GSTO1, primary screen, counter-screen for RBBP9 inhibitor project, biochemical, fluorescence polarization; Glutathione S-transferase omega-1 (Homo sapiens), P78417; activity-based probe fluorescence polarization; inhibition, % at 5.96 µM; actives 1.1% (n = 300,000);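 active = inhibition above the campaign mean inhibition plus 3 SD, cut at about 35% in these data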;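 also: 0% = GSTO1-1 with DMSO and 100% = wells lacking GSTO1-1 enzyme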
Target sequence (P78417 whole entry, looked up): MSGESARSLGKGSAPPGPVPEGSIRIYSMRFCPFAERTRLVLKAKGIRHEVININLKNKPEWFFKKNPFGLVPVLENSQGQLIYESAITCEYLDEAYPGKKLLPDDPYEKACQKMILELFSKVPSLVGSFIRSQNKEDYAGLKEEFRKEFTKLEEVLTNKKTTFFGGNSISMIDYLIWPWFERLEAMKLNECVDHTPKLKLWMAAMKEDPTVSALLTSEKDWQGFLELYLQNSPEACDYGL
ZTA counter: ZTA (EBV) inhibition in EBNA-1 counter-screen; ZTA-DNA binding, fluorescence polarization; inhibition, % at 11 µM; actives 0.15% (n = 320,000); AID 2234; in the data active = inhibition above about 33%
LYPLA2 inh: LYPLA2 inhibitors, primary screen, counter-screen for PME1 inhibitor project, biochemical, fluorescence polarization, FP-Rh probe ABPP; Acyl-protein thioesterase 2 (Homo sapiens), O95372; recombinant LYPLA2; inhibition, % at 5.9 µM; actives 0.38% (n = 320,000);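 active = inhibition above the screen-wide mean plus 3 SD, limit set per campaign, cut at about 26% in these data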;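 also: 0% = LYPLA2 with DMSO and 100% = wells lacking LYPLA2 enzyme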
PREPL inhibitor: PREPL enzyme inhibitors, primary screen, biochemical, fluorescence polarization; recombinant PREPL, fluorescence polarization activity-based probe; inhibition, % at 5.96 µM; actives 0.68% (n = 320,000); AID 2751, 2010; in the data active = inhibition above about 43%;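 also: 0% = enzyme with DMSO and 100% = wells lacking enzyme; many of its hits are not listed in these tables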
LYPLA1 inh: LYPLA1 inhibitors, primary screen, counter-screen for PME1 inhibitor project, biochemical, fluorescence polarization, FP-Rh probe ABPP. recombinant LYPLA1. inhibition, % at 5.9 µM. actives 0.16% (n = 320,000);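 active = inhibition above the mean of all tested compounds plus 3 SD, set per campaign, cut at about 14% in these data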;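 also: inhibitors block serine hydrolase probe labeling of LYPLA1 so polarization falls; 0% = enzyme with DMSO and 100% = wells lacking LYPLA1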
PAFAH2 FP inh: PAFAH2 enzyme inhibitors, primary screen, biochemical, fluorescence polarization, human. recombinant PAFAH2, FP-rhodamine activity probe. inhibition, % at 3.39 µM. actives 0.99% (n = 340,000). AID 492956, 2010;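 active = inhibition above the mean over all tested compounds plus 3 SD, cut at about 30% in these data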;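 also: inhibitors block probe labeling of enzyme so polarization drops; 0% = enzyme with DMSO and 100% = wells lacking PAFAH2 protein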
Active calls of the source: *; . = not tested or not shown.

SMILES	EBNA-1 inh	PAD4 inh	PAFAH1B3 inh	GSTO1 counter	ZTA counter	LYPLA2 inh	PREPL inhibitor	LYPLA1 inh	PAFAH2 FP inh
Nc1ncnc2c1CCC2	-12	0	12	21	-2	5	14	0	-4
CCC(C)NC(=O)C1CCC(=O)N1CCc1ccccc1 (configuration not stated)	6	-2	11	-3	3	-2	-2	-4	-1
CC(=O)COc1ccc2oc(=O)cc(-c3cc4ccccc4o3)c2c1	-8	-5	0	-5	-9	-5	-57	-3	-2
C=CCC1NS(=O)(=O)OC(CCCC)C1O (configuration not stated)	7	7	-3	1	3	-2	-6	-1	1
N#CC1=C(N)NC(SCC(=O)c2ccc(Cl)cc2)=C(C#N)C12CCCC2	14	-6	3	-2	-9	5	34	-6	3
COC(=O)Nc1ccc(OCc2ccccc2)cc1	9	2	-3	1	7	-5	3	0	7
CCOc1ccc(S(=O)(=O)NCc2ccco2)c2ccccc12	-5	-2	1	-9	0	-3	-5	-1	4
COc1ccc(Br)c(C(=O)Nn2c(C)nc3ccccc3c2=O)c1	1	1	14	6	-8	-3	7	2	2
NC(=O)C1CCN(C(=O)c2ccc(Oc3ccccc3)cc2)CC1	6	1	15	3	7	4	22	4	2
CCCCn1c(SCC(=O)N2CCCc3ccccc32)nc2c1c(=O)n(C)c(=O)n2C	-2	2	1	0	6	7	7	0	4
O=C(Nc1ccc(S(=O)(=O)Nc2nccs2)cc1)c1cc(-c2ccncc2)nc2ccccc12	5	-8	-3	44*	-23	-3	18	-7	7
CNC(=O)c1cc2cc(Cc3ccccc3Cl)ccc2oc1=O	2	-2	-3	-8	-18	5	8	0	5
Cc1occc1C(=O)N/N=C/C=C\c1ccccc1[N+](=O)[O-]	-9	2	.	-1	-3	5	7	1	.
Cc1ccc(S(=O)(=O)NCc2ccc(C(=O)N3CCCC3)cc2)cc1	7	-6	2	-4	-1	-10	-7	-3	-2
O=C1CC(NNC(=O)c2cccc(F)c2)C(=O)N1 (configuration not stated)	4	-2	3	2	7	0	0	3	-1
Cc1cc(C(=O)CSc2nnc(N)s2)c(C)n1Cc1ccco1	-4	-7	6	2	5	-5	2	-3	6
COc1cccc(-c2cc3nc(-c4ccccc4)cc(N4CCC5(CC4)OCCO5)n3n2)c1	-9	1	-9	-6	7	-24	13	-10	-8
CC(C)Oc1ccccc1/C=N/NC(=O)c1ccc(F)cc1	5	-2	4	1	-12	-2	-12	-5	-2
Cc1ccc(-c2noc(CN(C(=O)Cc3ccccc3)C(C)C)n2)cc1	-5	0	9	5	-8	4	12	-1	0
O=C(c1ccccc1F)N1CCN(S(=O)(=O)c2ccc(S(=O)(=O)N3CCCCCC3)cc2)CC1	31*	-4	8	3	3	1	-12	3	-5
Cc1ccccc1N(CC(=O)NC1CCCCC1)C(=O)CCC(=O)Nc1nccs1	6	4	3	-1	6	-6	-4	-2	4
Cc1onc(-c2ccccc2)c1-c1n[nH]c(=S)n1-c1ccccc1	-2	4	0	6	6	2	-5	0	-5
CS(=O)(=O)c1ccc(Cl)c(NC(=O)COC(=O)CCc2c[nH]c3ccccc23)c1	-4	-1	3	9	-31	3	20	-2	6
CCC(=O)c1c[nH]c(C(=O)NCCc2ccccn2)c1	3	-1	2	0	10	3	-1	0	2
C=CCN1C=C2C(=O)C(C)(OC(=O)CC)C(=O)C=C2C=C1CCCC (configuration not stated)	-8	3	-5	21	-7	2	13	1	10
COc1cc(CCC(=O)OCC(=O)Nc2ccc(C)cc2Br)cc(OC)c1OC	-10	9	6	5	-14	3	6	2	7
CC(=O)Nc1ccc(N(CC(=O)NC2CCCC2)C(=O)CCC(=O)Nc2cc(C)on2)cc1	7	-3	-2	8	2	-4	2	-2	-12
CCOc1ccc(-n2c(Cc3cc(=O)[nH]c(=O)[nH]3)nnc2SCC(=O)NC2CCCC2)cc1	1	1	7	7	8	-12	9	-5	1
NS(=O)(=O)c1ccc(N2N=C(c3ccccc3)CC2c2cccc(F)c2)cc1 (configuration not stated)	0	1	6	-12	3	9	14	-3	0
O=C1CCCC/C=C\C[C@H](CC(=O)N(CCO)Cc2ccccc2)C(=O)NC[C@H](c2ccccc2)O1	.	2	1	.	.	.	11	.	8
O=C(NCCCn1ccnc1)/C(=C\c1ccco1)NC(=O)c1ccco1	-3	2	0	1	0	0	6	3	-3
COc1cc(OC)cc(C(=O)N2CCN(c3ccc(N4CCOCC4)nn3)CC2)c1	-11	-8	1	3	-9	11	10	2	7
Cc1ccc(N2CC(C(=O)N3CCC(C(=O)Nc4cccc(Br)c4)CC3)CC2=O)cc1 (configuration not stated)	7	0	9	3	-18	7	1	-4	0
CC1CCN(C(=O)CCNS(=O)(=O)c2ccccc2)CC1	5	0	2	-1	-14	3	11	2	7
COc1ccc(NC(=O)CC2Oc3ccccc3NC2=O)c(OC)c1 (configuration not stated)	-4	-1	3	2	-12	0	-1	-2	3
CCOC(=O)Nc1ccc(C(=O)NCC2CCCO2)cc1 (configuration not stated)	6	-3	2	2	1	-3	-1	-1	-3
NS(=O)(=O)c1ccc(CCNC(=O)CSc2nc3ccsc3c(=O)n2C2CC2)cc1	-2	1	5	1	-7	9	-6	-1	-2
CCc1ccccc1Nc1nc(N)nc(CSc2nnc3ccccn23)n1	-5	-5	2	-3	7	0	8	0	-5
O=C(CSc1nc2cc(S(=O)(=O)N3CCOCC3)ccc2o1)NC1CCCc2ccccc21 (configuration not stated)	-5	2	7	-6	-8	-2	-6	0	14
Cc1cc(C)cc(NC(=O)CSc2ncc(S(=O)(=O)c3ccccc3)c(=O)[nH]2)c1	12	-1	.	-4	13	-5	-2	0	.
CC(NCc1cccc(S(=O)(=O)N(C)C)c1)c1ccc(F)cc1 (configuration not stated)	-3	0	1	6	2	1	-6	-3	-1
CC1CN=C(N(C(=O)Nc2ccccc2)C(C)C)S1 (configuration not stated)	1	-2	10	4	15	-1	-11	2	6
COc1ccc(C(=O)N/C(=C\c2ccccc2)C(=O)NC(CCSC)C(=O)O)cc1 (configuration not stated)	-5	-3	4	10	-16	1	3	3	3
CN(CCN(C)C(=O)c1[nH]cnc1C(=O)Nc1ccccc1)C(=O)c1[nH]cnc1C(=O)Nc1ccccc1	.	0	9	.	.	.	11	.	-1
COc1cccc(OCc2cc(C(=O)N(Cc3ccccc3)CC3CC3)no2)c1	-4	-1	7	4	-4	2	4	-3	3
COc1ccc(OCCCN2CCCC(C)C2)cc1 (configuration not stated)	5	1	-1	5	4	-2	5	3	-3
O=C(NNS(=O)(=O)c1ccccc1)c1ccc(F)cc1	4	4	8	-2	-19	14	13	3	3
O=C1[C@H]2[C@@H](c3ccc(F)cc3)N3C(=O)N(c4cccc(F)c4)C(=O)[C@@]3(Cc3ccc(Cl)cc3)[C@H]2C(=O)N1C1CCCCC1	-10	-6	-6	0	-8	-13	6	-5	-8
CC(C)N1CCC(NC(=O)Nc2ccc3c(c2)OCO3)CC1	2	1	11	1	-6	2	9	3	-3
CCN(CC(=O)Nc1c(F)cccc1F)C(=O)/C=C/c1ccc(S(=O)(=O)N2CCCCCC2)cc1	-13	-5	4	-3	-9	2	12	-3	-3

(more compounds)
SMILES	EBNA-1 inh	PAD4 inh	PAFAH1B3 inh	GSTO1 counter	ZTA counter	LYPLA2 inh	PREPL inhibitor	LYPLA1 inh	PAFAH2 FP inh
CC(C)(C)c1ccccc1NC(=O)c1ccco1	-13	-1	0	10	-10	-1	0	-2	-1
Cc1ccc(C(C)C)c(OCC(=O)Nc2cccc(S(=O)(=O)NC3=NCCCCC3)c2)c1	0	4	4	5	0	-14	9	-1	-1
CCn1cc(/C=C/C(=O)Nc2ccn(Cc3c(F)c(F)c(F)c(F)c3F)n2)cn1	10	4	2	-2	4	5	0	-3	-8
O=C(CSc1nccn1-c1ccccc1)c1ccc(Br)cc1	2	2	2	1	3	2	-8	1	-4
C[C@@]12C(=O)N(Cc3ccccc3)CC(=O)N1[C@H](/C=C/c1ccccc1)[C@@H]1C(=O)N(c3ccccc3)C(=O)[C@@H]12	-2	2	10	1	6	4	-4	1	5
OCc1nn2c(c1Br)NC(c1ccccc1)CC2C(F)(F)F (configuration not stated)	0	1	1	17	14	5	11	-2	-2
COc1ccc(NC(=O)c2cc3ccccn3n2)cc1	2	-4	4	3	6	-3	-3	0	6
CCC1(CC)C(=O)C2=C3C1[C@H](C(=O)OC)C=C(C(=O)OC)C[C@H]3n1c(=O)n(C)c(=O)n1[C@H]2C (some centres not stated)	-2	-3	-5	3	-1	5	-7	3	6
CC(=O)Nc1ccc(NC(=O)CN(c2ccc(C(C)C)cc2)S(=O)(=O)c2ccccc2)cc1	-5	3	5	4	-10	1	3	0	-1
Cc1ccc(CNC(=O)c2c(-c3ccccc3)noc2C)cc1	2	-3	4	4	11	1	-7	-1	-5
C=CCN1C(=O)C2(OCCCO2)c2ccccc21	5	-5	3	5	-2	0	-2	4	3
CCCCOc1ccc(-c2cn3ccccc3n2)cc1[N+](=O)[O-]	-1	3	13	-5	3	6	19	4	0
COc1cc2c(cc1OC)/C(=C/C(=O)c1ccc(F)cc1)NCC2	-7	-15	11	1	13	-9	13	0	1
O=C(Nc1nc2c(F)cc(F)cc2s1)C1CC(=O)N(Cc2ccco2)C1 (configuration not stated)	4	-3	-5	-8	3	-15	21	-12	3
COc1ccc(Nc2nnc(SCc3cc(=O)n4ccsc4n3)s2)cc1	-11	2	10	1	-7	9	16	-2	10
CCOC(=O)C1=C(C)NC(C)=C(C(=O)OCC)C1C(=O)OCC(=O)N(C)C	-2	4	8	-3	-13	7	-11	2	10
O=C(COC(=O)Cn1cnc2ccccc2c1=O)Nc1ccc(Cl)cc1	3	2	8	-1	-1	4	13	1	-4
Fc1cccc(CN2CCN(Cc3nc(-c4cnccn4)no3)CC2)c1	5	-1	4	-3	19	-1	0	-1	3
CCOC(=O)[C@@H]1[C@H]2COc3ccccc3[C@H]2N2C(=O)N(c3ccc(C)cc3)C(=O)[C@]12C	5	-4	2	1	4	5	-107	3	-3
O=C(NCc1ccco1)c1ccc(Br)s1	5	0	8	2	-13	4	2	0	-5
Cc1ccc(C2CC(c3ccccc3)=NN2C(=S)Nc2ccccc2)o1 (configuration not stated)	3	-13	3	1	-18	-4	12	-5	-3
CCN(CC)CCCNC(=O)c1cc(-c2cccc(Cl)c2)on1	-1	-5	0	0	-8	3	18	5	2
N#Cc1ccc(CSc2nnc(NC(=O)CCc3nc4ccccc4c(=O)[nH]3)s2)cc1	-3	2	2	-9	9	4	-6	-1	4
COc1ccc(-n2nc3c(c2NC(=O)c2ccc(Br)cc2)CS(=O)C3)cc1 (configuration not stated)	-1	-4	10	1	2	6	-11	4	3

Shown as a hit in EBNA-1 inh, among the entries above:
Structure | EBNA-1 inh | PAD4 inh | PAFAH1B3 inh | PREPL inhibitor | PAFAH2 FP inh
O=C(c1ccccc1F)N1CCN(S(=O)(=O)c2ccc(S(=O)(=O)N3CCCCCC3)cc2)CC1 | 31* | -4 | 8 | -12 | -5

Two of these compounds, set out differently.
mol: CCOC(=O)[C@@H]1[C@H]2COc3ccccc3[C@H]2N2C(=O)N(c3ccc(C)cc3)C(=O)[C@]12C
  EBNA-1 inh = 5; PAD4 inh = -4; PAFAH1B3 inh = 2; GSTO1 counter = 1; ZTA counter = 4; LYPLA2 inh = 5; PREPL inhibitor = -107; LYPLA1 inh = 3; PAFAH2 FP inh = -3
mol: CC(=O)COc1ccc2oc(=O)cc(-c3cc4ccccc4o3)c2c1
  EBNA-1 inh = -8; PAD4 inh = -5; PAFAH1B3 inh = 0; GSTO1 counter = -5; ZTA counter = -9; LYPLA2 inh = -5; PREPL inhibitor = -57; LYPLA1 inh = -3; PAFAH2 FP inh = -2

Only part of the results is shown; the hit share may differ from the screen's.
